# PREPL inh: human PREPL enzyme inhibition. Q4J6C6. recombinant PREPL, fluorescence polarization activity-based probe. inhibition, % at 5.96 µM. hit rate 0.68% among 320,000. AID 2751; in the data active = inhibition above about 43%;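 also: 0% = enzyme with DMSO and 100% = wells lacking enzyme; many of its hits are not listed in these tables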
# Target sequence (Q4J6C6 whole entry, looked up): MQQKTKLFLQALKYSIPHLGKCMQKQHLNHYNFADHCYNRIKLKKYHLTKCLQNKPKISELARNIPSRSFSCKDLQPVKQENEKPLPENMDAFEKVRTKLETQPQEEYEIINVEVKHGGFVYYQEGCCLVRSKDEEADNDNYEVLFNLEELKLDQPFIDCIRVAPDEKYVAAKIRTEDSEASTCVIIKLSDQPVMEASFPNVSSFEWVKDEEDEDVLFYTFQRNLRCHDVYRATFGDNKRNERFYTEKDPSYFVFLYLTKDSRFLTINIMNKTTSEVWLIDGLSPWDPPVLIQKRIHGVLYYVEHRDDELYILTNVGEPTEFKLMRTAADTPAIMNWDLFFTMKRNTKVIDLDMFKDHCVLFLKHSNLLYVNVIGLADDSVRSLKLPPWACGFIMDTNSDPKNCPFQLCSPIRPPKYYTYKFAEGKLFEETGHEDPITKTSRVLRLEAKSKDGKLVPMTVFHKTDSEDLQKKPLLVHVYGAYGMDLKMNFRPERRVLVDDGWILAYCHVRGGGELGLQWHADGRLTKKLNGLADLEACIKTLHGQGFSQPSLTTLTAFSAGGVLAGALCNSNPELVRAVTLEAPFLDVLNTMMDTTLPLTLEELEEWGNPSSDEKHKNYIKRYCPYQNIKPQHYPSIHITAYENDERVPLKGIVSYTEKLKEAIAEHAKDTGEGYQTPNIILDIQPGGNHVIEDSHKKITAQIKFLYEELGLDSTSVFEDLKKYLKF
# LYPLA2 counter: blocks human lysophospholipase 2, a PME1 counter-screen; hit rate 0.38% among 320,000; O95372; inhibition, % at 5.9 µM; recombinant LYPLA2, FP-Rh probe fluorescence polarization;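 active = inhibition above the screen-wide mean plus 3 SD, limit set per campaign, cut at about 26% in these data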;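 also: 0% = LYPLA2 with DMSO and 100% = wells lacking LYPLA2 enzyme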
# PP1 counter: PP1-alpha (human) inhibition in PP5 counter-screen. purified PP1alpha, OMFP fluorescence. hit rate 0.9% among 320,000. inhibition, % at 6.7 µM. P62136. AID 2235;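 active = inhibition above the mean inhibition of all tested compounds plus 3 SD, computed separately for each screening campaign, cut at about 15% in these data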
# Target sequence (P62136 whole entry, looked up): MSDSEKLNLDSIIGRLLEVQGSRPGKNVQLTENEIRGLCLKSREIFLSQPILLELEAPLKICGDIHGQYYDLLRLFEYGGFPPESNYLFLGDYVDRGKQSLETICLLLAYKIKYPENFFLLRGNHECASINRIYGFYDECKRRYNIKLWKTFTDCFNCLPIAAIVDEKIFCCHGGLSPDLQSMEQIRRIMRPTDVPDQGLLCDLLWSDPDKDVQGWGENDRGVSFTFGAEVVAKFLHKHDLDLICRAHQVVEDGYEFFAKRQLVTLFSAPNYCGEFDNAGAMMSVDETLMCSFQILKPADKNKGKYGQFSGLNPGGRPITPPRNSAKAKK
# JMJD2C inh: blocks human GASC-1 demethylase activity; Q9H3R0; GST-JMJD2C(1-420) H3K9me3 demethylation, DELFIA europium; inhibition, % at 2.35 µM; hit rate 0.069% among 330,000;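 active = more than half of a compound's replicate wells show inhibition beyond 50%, single wells judged on their own value; inconclusive = some, but no more than half, of replicates pass 50% inhibition; inactive = no replicate passes 50% inhibition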;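 also: signal counts dimethyl H3K9 product captured on neutravidin plate; 0% = median of DMSO wells and 100% = 0.3 times that DMSO median; strong numbers were not always called active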
# PP5 primary: inhibitors of human protein phosphatase 5 (PP5); P53041; inhibition, % at 6.7 µM; purified PP5c, OMFP substrate fluorescence; AID 1987; hit rate 0.18% among 320,000;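 active = inhibition above the campaign's mean inhibition across all tested compounds plus 3 SD, cut at about 9.5% in these data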;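 also: 0% = DMSO only and 100% = 100 µM cantharidin control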
# TPT1 inhibitor: C. albicans TPT1 enzyme inhibition; recombinant caTPT1, FP RNA substrate dephosphorylation; inhibition, % at 5 µM; hit rate 0.81% among 300,000;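 active = inhibition above the mean of all tested compounds plus 3 SD, set per screening campaign, cut at about 24% in these data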;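 also: plate controls were DMSO alone for no effect and ferristatin control at 100 nM for full effect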
# CTSL1 counter: counter-screen for PFM18AAP inhibitors: inhibitors of F. hepatica cathepsin L1. recombinant F. hepatica cathepsin L1, Z-Leu-Arg-MCA fluorescence. inhibition, % at 5.96 µM. hit rate 0.49% among 300,000;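 active = inhibition above the mean of all tested compounds plus 3 SD, set per screening campaign, cut at about 17% in these data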;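 also: 0% = plate median of test compound wells and 100% = 1 µM Z-Phe-Ala-diazomethylketone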
# HCV core dimer: blocks dimerization of HCV core protein; inhibition, % at 5 µM; hit rate 0.33% among 300,000; AID 1899; TR-FRET GST/Flag-core106 dimerization, 1536-well;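 active = inhibition above the mean of all tested compounds plus 3 SD, set per screening campaign, cut at about 45% in these data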
#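 Assay system: tagged HCV core106 pair (GST and Flag); medium: KF-containing HEPES buffer, pH 7.45, DTT, CHAPS, BSA; also added: Eu donor and XL665 acceptor anti-tag antibodies; dosing: 5 µM single dose; timing: compound-protein-antibody incubation 4 h at 22.5 °C; signal: TR-FRET 671 and 617 nm emission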
# Efflux pump mplx: antifungal efflux pump inhibition, Nile Red retention. S. cerevisiae Candida pump triplex. inhibition, % at 10 µM. hit rate 0.44% among 330,000. AID 485275;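 active = plate passing quality check with inhibition over a set limit, or well fluorescence over plate mean plus 4 SD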;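 also: Nile Red retained in pooled yeast measured as flow cytometry median fluorescence; 0% = buffer negative control and 100% = Enniatin B positive control; higher means more Nile Red kept so more efflux inhibition; some compounds called inactive have numbers as strong as hits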
# * marks the source's active call; other numbers are inactive results; i = inactive; ? = inconclusive; / = not tested or not shown. These rows are one share of the data; the hit share may differ from the screen's.
Molecule	Efflux pump mplx	JMJD2C inh	PP1 counter	CTSL1 counter	PREPL inh	PP5 primary	TPT1 inhibitor	LYPLA2 counter	HCV core dimer
COc1cccc(CN(C)C(=O)Nc2cccc(C(F)(F)F)c2)c1OC	0.0	0	3	-5	-3	2.0	0	3	-2
CCC(=O)Nc1cccc(NC(=O)c2cccc([N+](=O)[O-])c2)c1	-0.3	3	2	0	4	-1.5	0	1	2
Cc1nc2ccc(Cl)cc2c(-c2ccccc2)c1CC(=O)O	0.3	4	2	1	1	3.1	6	-3	0
Cc1cccc(N(CC(=O)NC2CCCCC2)C(=O)CCCC(=O)Nc2ccccn2)c1	-0.2	0	0	-5	5	1.0	2	1	-1
Cc1oc2ccc(OCC(N)=O)cc2c1C(=O)OC(C)C	0.1	10	3	-1	14	2.6	1	1	-3
CN1CCCNc2nc3ccccc3nc21	-0.1	1	-2	3	2	4.6	9	-1	0
COc1cccc(CNC(=O)COC(=O)CNC(=O)c2ccc(-c3ccccc3)cc2)c1	0.0	/	-3	/	-11	1.8	/	2	/
COc1ccc(/C(O)=C2/C(=O)C(=O)N(Cc3ccco3)C2c2cccs2)cc1 (stereo not given)	0.1	-2	4	-2	7	4.4	-1	6	-1
COc1cccc(COc2nc3c(c(=O)n(C)c(=O)n3C)n2C)c1	0.1	-1	-4	1	1	-1.2	-2	4	-3
COc1ccc(OC)c(C2=NOC(C(=O)NCCN3CCOCC3)C2)c1 (stereo not given)	-0.2	34	-4	0	1	-0.1	2	-3	-3

# (cont.)
Molecule	Efflux pump mplx	JMJD2C inh	PP1 counter	CTSL1 counter	PREPL inh	PP5 primary	TPT1 inhibitor	LYPLA2 counter	HCV core dimer
O/N=C(/CCc1ccccc1)c1ccc2c(c1)OCCO2	0.0	-35	0	2	6	2.4	-2	-1	0
N#CCC(=O)Nc1ccccc1C(=O)O	-0.1	72	-10	-5	-3	1.4	0	-3	-8
CC1(C)CC(=O)C(c2c[nH]c3ccccc23)C(=O)C1	0.0	-4	0	-1	2	-2.7	-2	2	-2
O=C(Nc1ccccc1)c1nnsc1S(=O)c1ccc(Cl)cc1 (stereo not given)	-0.2	9	2	0	9	0.9	-2	-14	1
O=C1N(Cc2ccccc2F)c2ccccc2C12OCCCO2	0.1	-1	1	3	1	4.7	2	1	-1
CCN(CC)CCCNCC(=O)Nc1ccc2c(c1)CCC2	0.1	-6	-7	-1	13	-2.3	-2	7	-1
CC(OC1=CC(=O)CCC1)C(=O)c1ccccc1 (stereo not given)	0.0	1	-1	2	-11	-2.9	-3	0	-2
CC(C)SC1=NC(C)(C)C=C(/C=C/c2ccc(Cl)cc2Cl)N1	1.0	-2	-1	0	-7	2.4	4	5	6
CCCCCN1N=C(C)CC1=O	0.1	12	3	-1	14	-1.9	0	-4	-2
Nc1ccc(Sc2ccccc2Cl)nc1	0.0	11	-5	-5	-15	0.5	-2	2	-3

# Later entries:
Molecule	Efflux pump mplx	JMJD2C inh	PP1 counter	CTSL1 counter	PREPL inh	PP5 primary	TPT1 inhibitor	LYPLA2 counter	HCV core dimer
CCCCN1C[C@H](O)[C@@H](O)[C@H](O)[C@H]1CO	0.1	7	-1	4	-3	0.5	0	2	3
Cc1ccc2nc(-c3ccc(NC(=O)CN(C)S(=O)(=O)c4ccccc4)cc3)sc2c1	0.3	-16	2	3	-10	-0.1	-3	-12	18
CN(Cc1ccccc1)C(=O)COC(=O)c1cc(S(=O)(=O)N(C)C)ccc1N1CCCC1	-0.1	12	-1	11	21	1.1	-3	15	1
O=C(Nc1ccccc1Cl)c1c(F)c(F)c(F)c(F)c1F	0.1	12	0	0	5	0.9	0	-2	-8
CCOC(=O)/C(C#N)=C1/SC(CC)C(=O)N1c1ccc(C)cc1 (stereo not given)	0.1	-23	4	2	4	0.8	0	5	1
COc1ccc(CNc2nc3nc(C)cc(C)n3n2)cc1OC	0.0	2	-1	1	2	2.4	-6	-2	5
O=C(Nc1ccccc1)/C(=C/c1cccnc1)NC(=O)c1ccco1	0.1	-3	-2	7	7	0.3	-2	3	-4
COC(=O)C1CCN(C(=O)Cn2nnc(-c3cccc(F)c3)n2)CC1	0.2	-7	-4	-3	8	1.2	-1	4	-4
CC1(C)Oc2ccc3ccc(=O)oc3c2/C(=C/NCCO)C1=O	-0.2	5	-2	-2	9	0.0	-4	1	-4
CC(=O)N1CCc2cc(S(=O)(=O)CCC(=O)N3CCC(C)CC3)ccc21	0.4	-11	-3	6	-8	0.6	0	4	1

# Some of these compounds in order of SMILES length, rising.
Molecule	Efflux pump mplx	JMJD2C inh	PP1 counter	CTSL1 counter	PREPL inh	PP5 primary	TPT1 inhibitor	LYPLA2 counter	HCV core dimer
CCCCCN1N=C(C)CC1=O	0.1	12	3	-1	14	-1.9	0	-4	-2
COc1ccc(CNc2nc3nc(C)cc(C)n3n2)cc1OC	0.0	2	-1	1	2	2.4	-6	-2	5
O=C(Nc1ccccc1Cl)c1c(F)c(F)c(F)c(F)c1F	0.1	12	0	0	5	0.9	0	-2	-8
CC1(C)Oc2ccc3ccc(=O)oc3c2/C(=C/NCCO)C1=O	-0.2	5	-2	-2	9	0.0	-4	1	-4
O=C(Nc1ccccc1)/C(=C/c1cccnc1)NC(=O)c1ccco1	0.1	-3	-2	7	7	0.3	-2	3	-4
CCOC(=O)/C(C#N)=C1/SC(CC)C(=O)N1c1ccc(C)cc1 (stereo not given)	0.1	-23	4	2	4	0.8	0	5	1
COC(=O)C1CCN(C(=O)Cn2nnc(-c3cccc(F)c3)n2)CC1	0.2	-7	-4	-3	8	1.2	-1	4	-4
Cc1ccc2nc(-c3ccc(NC(=O)CN(C)S(=O)(=O)c4ccccc4)cc3)sc2c1	0.3	-16	2	3	-10	-0.1	-3	-12	18
CN(Cc1ccccc1)C(=O)COC(=O)c1cc(S(=O)(=O)N(C)C)ccc1N1CCCC1	-0.1	12	-1	11	21	1.1	-3	15	1

# Next part.
Molecule	Efflux pump mplx	JMJD2C inh	PP1 counter	CTSL1 counter	PREPL inh	PP5 primary	TPT1 inhibitor	LYPLA2 counter	HCV core dimer
C=CCN(CC=C)Cc1c(C)[nH]c2ccc(C(=O)OCC)cc2c1=O	0.0	-1	-3	20*	18	0.8	2	-6	0
CC(=O)N1CCc2cc(Br)cc(S(=O)(=O)NCC3CCCO3)c21 (stereo not given)	-0.1	-3	-7	7	5	1.7	-2	-4	5
Cc1cc(NC(=O)c2ccc3c(c2)OCO3)no1	0.1	19	-3	-2	-1	2.8	2	-2	-4
CCOC(=O)c1cc(-c2ccccc2)sc1NC(=O)COC(=O)c1ccc(Cl)c(S(N)(=O)=O)c1	0.0	22	-5	1	11	0.9	-4	-6	22
CC(C)(C)CC(=O)Nc1nnc(CCc2ccccc2)s1	0.0	12	0	2	2	3.4	-1	6	4
O=C(NCCS(=O)c1ccc(Cl)cc1)c1cccc(Cl)c1 (stereo not given)	-0.2	-23	0	0	-7	0.1	0	0	-7
COc1ccc(C2N=C(c3ccccc3)C(C)(C)N2O)cc1OC (stereo not given)	0.0	-5	-3	0	5	-0.1	0	2	0
Cc1nc(N)nc(Nc2ccc(C#N)cc2)c1Br	-0.2	6	-1	-2	10	-1.6	-5	0	-5
COc1ccccc1N(C(=O)c1ccco1)C(C(=O)NC1CCCC1)c1cccs1 (stereo not given)	0.1	35	-2	2	18	-1.1	-3	-1	-12
C(=N\n1cnnc1)/c1cccc(OCCOc2ccccc2)c1	0.1	1	1	1	-6	1.6	3	12	-5

# The list goes on:
Molecule	Efflux pump mplx	JMJD2C inh	PP1 counter	CTSL1 counter	PREPL inh	PP5 primary	TPT1 inhibitor	LYPLA2 counter	HCV core dimer
Cc1ccc(C(=O)Nc2ccccc2)cc1S(=O)(=O)Nc1ccc(Cl)cn1	-0.1	-9	-4	0	1	0.2	-3	0	4
COc1ccc(CC(=O)OCn2nnc3ccccc3c2=O)cc1OC	0.1	-12	-4	-19	5	-1.1	2	2	1
O=c1oc(C2(O)CCCCC2)cc2ccc(/C=C/c3ccc(F)cc3)cc12	0.3	0	-4	/	2	2.9	/	5	/
O=C(/C=C/c1ccc2c(c1)OCO2)c1cccnc1	0.2	6	8	-2	-8	2.6	-3	-3	7
Cc1ccccc1Sc1ccc([N+](=O)[O-])cn1	-0.1	5	-4	7	1	0.9	-5	34*	-2
Cn1cc(C(=O)Nc2ccc(F)c(Cl)c2)cn1	0.1	3	-1	0	-4	2.8	5	3	-5
Cc1nc2ccccc2c(=O)n1/N=C/c1ccccc1Cl	0.0	i	-1	2	-9	-0.9	0	2	2
CN(CC(=O)Nc1ncn[nH]1)S(=O)(=O)c1ccc(Br)cc1	-0.5	3	0	-3	-6	-6.1	-5	-1	-9
c1ccc(OCCN2CCOCC2)cc1	0.0	5	0	3	12	0.8	-4	8	-9
CC(=O)Nc1ccc(NC(=O)CSc2nnc3ccc(-c4cccnc4)nn23)cc1	0.1	-24	-4	-4	0	1.4	0	3	2

# Next entries:
Molecule	Efflux pump mplx	JMJD2C inh	PP1 counter	CTSL1 counter	PREPL inh	PP5 primary	TPT1 inhibitor	LYPLA2 counter	HCV core dimer
Cn1nc(-c2ccccc2)c(C#N)c1Sc1cccc(Cl)c1	0.1	?	-2	-1	0	0.0	-4	-3	0
CCOc1ccc(NC(=O)CN(C)C(=O)c2cc([N+](=O)[O-])ccc2N2CCCCC2)cc1OCC	0.1	8	-4	1	3	0.8	5	3	3
CCn1c2ccccc2c2cc([N+](=O)[O-])ccc21	0.1	-44	-1	3	-1	-0.6	4	1	-1
CC(=O)c1ccc(S(=O)(=O)NCCCC(=O)N(C)Cc2ccc3c(c2)OCO3)cc1	-0.1	12	-1	/	6	-0.8	/	-1	/
COC(=O)C1=C(C)N(C)C(=O)NC1c1cccc2ccccc12 (stereo not given)	-0.1	1	-2	-2	-10	0.5	-1	2	-2
O=C(NCCCn1ccnc1)c1ccc(Br)c(S(=O)(=O)N2CCOCC2)c1	-0.1	9	0	-1	11	1.4	-1	7	-5
N#CC1=C(N)OC2=C(C(=O)CC(c3ccccc3)C2)C1c1ccc2c(c1)OCO2 (stereo not given)	-0.2	-4	2	-4	8	2.3	0	4	3
COC(=O)c1ccc(N2CCN(C)CC2)c(NC(=O)COc2ccccc2)c1	0.0	-14	-1	-3	-9	0.4	0	-5	-2
CCC(C)(C)NC(=O)C(c1cccc(OC)c1OC)N(C(=O)CCC(=O)Nc1cc(C)on1)C(C)C (stereo not given)	-0.3	6	0	2	30	0.3	-1	7	2
O=C(O)CCNc1ccc2c(c1)OCCO2	0.0	36	2	4	4	-1.0	-4	12	-4

# Remaining list, next part:
Molecule	Efflux pump mplx	JMJD2C inh	PP1 counter	CTSL1 counter	PREPL inh	PP5 primary	TPT1 inhibitor	LYPLA2 counter	HCV core dimer
CCC(C)NC(=O)CNC(=O)c1nn(-c2ccc(OC)c(Cl)c2)c(=O)c2ccccc12 (stereo not given)	0.1	3	-1	1	-4	4.3	3	9	5
Cc1ccc(N2C(=O)CSC2=S)cc1C	0.0	-5	-4	-3	-9	-0.9	-5	-6	4
COc1ccc(NC(=O)c2sc3nc(N4CCCC4)c4c(c3c2N)CC(C)(C)OC4)cc1	0.8	11	8	3	20	4.0	7	6	-14
Cc1nnc(SCC(=O)Nc2ccc(O)cc2)c2ccccc12	0.1	-30	1	2	-1	-0.2	-1	5	3

# Compound activity: PubChem BioAssay, several laboratories
